Gli-Sufu block: Gli-Sufu pathway antagonism. inhibition, % at 5 µM. Sufu-KO-LIGHT fibroblasts, Gli luciferase reporter luminescence. actives 0.74% (n = 340,000);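 active means inhibition above about 55%, limit read from the data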;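 further: 0% = DMSO-treated cells and 100% = wells with medium but no cells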
ATG4B inhibitor: inhibitors of human ATG4B cysteine protease; ATG4B cleavage of LC3-PLA2, NBD-HPC fluorescence, 1 h; inhibition, % at 8.33 µM; actives 0.51% (n = 340,000); in the data active means inhibition above about 40%
UBC13 inh: inhibitors of human UBC13 polyubiquitin chain formation; TR-FRET; inhibition, % at 20 µM; actives 0.47% (n = 330,000); AID 485273; in the data active means inhibition above about 45%, passing the limit was not always enough
Target sequence (P61088 whole entry, looked up): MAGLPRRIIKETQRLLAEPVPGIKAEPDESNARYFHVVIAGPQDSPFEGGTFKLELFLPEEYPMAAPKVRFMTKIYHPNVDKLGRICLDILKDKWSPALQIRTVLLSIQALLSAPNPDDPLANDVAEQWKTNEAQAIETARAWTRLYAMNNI
CCR6 antagonist: blocks CCL20-driven beta-arrestin recruitment at human CCR6; P51684; CHO-K1 CCR6 PathHunter beta-arrestin, luminescence, CCL20-stimulated; actives 0.49% (n = 340,000); AID 493098; inhibition, % at 20 µM;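 active means compounds whose inhibition of the agonist-driven luminescence signal at 20 µM reaches about 50%, limit read from the data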;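 further: cells stimulated with CCL20 at 14 nM final; plate controls were DMSO with CCL20 for no effect and DMSO without agonist for full effect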
Target sequence (P51684 whole entry, looked up): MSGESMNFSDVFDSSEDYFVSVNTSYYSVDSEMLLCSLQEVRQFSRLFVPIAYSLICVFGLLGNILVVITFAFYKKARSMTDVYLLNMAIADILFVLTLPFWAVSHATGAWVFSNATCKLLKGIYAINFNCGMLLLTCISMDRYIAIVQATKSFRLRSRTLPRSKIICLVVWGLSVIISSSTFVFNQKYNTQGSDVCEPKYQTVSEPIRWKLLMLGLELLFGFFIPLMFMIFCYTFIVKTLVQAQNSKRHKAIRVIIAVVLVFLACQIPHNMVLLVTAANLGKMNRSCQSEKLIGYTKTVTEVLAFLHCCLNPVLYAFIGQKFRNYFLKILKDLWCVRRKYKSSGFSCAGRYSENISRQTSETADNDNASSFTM
APJ antagonist: antagonists of human APJ apelin receptor. P35414. CHO-K1 APJ beta-arrestin complementation, luminescence. AID 2521. inhibition, % at 20 µM. actives 0.32% (n = 330,000);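 active means inhibition above about 40% at 20 µM, limit read from the data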;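 further: cells challenged with 10 nM apelin-13 agonist together with compound; plate controls were apelin-13 plus DMSO wells for no effect and DMSO wells lacking apelin-13 for full effect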
EBI2 block: EBI2 (human) antagonism. inhibition, % at 5 µM. actives 0.81% (n = 360,000). P32249. EBI2 beta-arrestin recruitment, luminescence, 7a,25-OHC stimulated; in the data active means inhibition above about 38%;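 further: enzyme fragment complementation signal reports receptor beta-arrestin coupling in cells; 0% = agonist plus DMSO wells and 100% = wells without agonist; some results beyond the cut were filed as inactive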
APJ ag: APJ receptor agonism. actives 0.11% (n = 330,000). P35414. CHO-K1 APJ PathHunter beta-arrestin, luminescence; 0% DMSO wells, 100% apelin. activation, % at 20 µM;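 active means activation more than six SD over the plate average, tested at 20 µM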;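 further: 0% = DMSO alone and 100% = apelin-13 at 10 nM; some results filed as inactive read as strong as hits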
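Test system – PathHunter CHO-K1 APJ (AGTRL-1) beta-arrestin reporter cells · Input – 1000 cells/well · Compound – single test compound dose, 20 µM final, 1% DMSO · Times – compound stimulation 90 min at 25 °C, detection 60 min · Technique – beta-gal luminescence · Read-out basis – APJ–arrestin association signal · Control set – negative DMSO alone, positive Apelin-13 at 10 nM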
CXCR6 block: blocks human CXCR6 beta-arrestin recruitment. CHO-K1 PathHunter CXCR6 beta-arrestin, luminescence. AID 602244. inhibition, % at 20 µM. actives 0.36% (n = 360,000); in the data active means inhibition above about 34%, passing the limit was not always enough;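 further: antagonist mode with CXCL16 agonist at 10 nM final; 0% = 10 nM CXCL16 with DMSO and 100% = unstimulated wells without agonist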
Target sequence (O00574 whole entry, looked up): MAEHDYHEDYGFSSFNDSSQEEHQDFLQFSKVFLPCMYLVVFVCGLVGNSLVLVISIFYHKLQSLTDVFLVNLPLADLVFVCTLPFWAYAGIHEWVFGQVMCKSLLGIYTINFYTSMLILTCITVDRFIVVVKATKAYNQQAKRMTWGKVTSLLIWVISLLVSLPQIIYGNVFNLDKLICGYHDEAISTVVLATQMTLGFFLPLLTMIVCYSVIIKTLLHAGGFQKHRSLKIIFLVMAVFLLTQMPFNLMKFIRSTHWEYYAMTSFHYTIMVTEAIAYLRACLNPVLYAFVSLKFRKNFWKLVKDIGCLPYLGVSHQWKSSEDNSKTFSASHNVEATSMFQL
Starred values were filed as active, the others as inactive; nt = not tested or not shown.

SMILES	Gli-Sufu block	ATG4B inhibitor	UBC13 inh	CCR6 antagonist	APJ antagonist	EBI2 block	APJ ag	CXCR6 block
COc1ccc(CN(C)C(=O)COC(=O)c2c(-c3ccccc3Cl)noc2C)cc1	55	2	-7	14	2	6	-2	-2
CCCn1c(N)c(C(=O)CSc2nnc(-c3c[nH]c4ccccc34)n2C2CC2)c(=O)[nH]c1=O	1	7	12	9	8	1	-1	5
Nn1c(SCC(=O)Nc2ccc3c(c2)OCCO3)nnc1-c1ccccn1	-4	1	-10	2	3	1	-3	5
CCOc1ccccc1N(CC(=O)NCC1CCCO1)C(=O)CCC(=O)Nc1ccccn1 (centres undefined)	-5	-5	nt	-3	nt	3	nt	-4
CC[N+]1(CC(O)COC2CC(C)CC(C)(C)C2)CCOCC1 (centres undefined)	33	0	-7	16	10	-2	0	1
COc1cccc(/C=C2\SC(=O)N(CCC(=O)N3CCC(C(=O)O)CC3)C2=O)c1	-12	-2	-3	8	-1	-5	1	3
Cc1nc(/C=C/c2ccccc2)[nH]c(=O)c1-c1ccccc1	-106	-3	6	0	5	-18	-3	-14
Cn1c(=O)n(C)c2cc([N+](=O)[O-])c(N3CCN(C(=O)c4ccccc4Cl)CC3)cc21	29	2	-38	9	8	-10	1	-2
CCN(CC)Cc1cc(C(=O)O)c(C)o1	-13	-3	8	10	-11	-8	-4	-2
CCOC(=O)C1=NN(C(=O)COc2ccccc2)C(O)(c2ccc(Br)cc2)C1 (centres undefined)	-4	-15	-8	12	4	-2	-2	3
Cc1ccc(C(c2sc3nc(C)nn3c2O)N2CCN(c3ccccc3)CC2)cc1 (centres undefined)	1	-5	0	16	-3	-2	-2	2
CCNc1nc(N)nc(Oc2ccc(OCc3ccccc3)nn2)n1	19	-2	1	-12	-3	-7	-5	-6
Cc1cc(=S)nc(-c2ccccn2)[nH]1	0	-9	-3	4	16	-1	2	-1
COc1cccc(NC(=O)C2C3CCC4C(CCC32)C4(Cl)Cl)c1 (centres undefined)	-13	-6	-4	16	0	5	-3	-4
O=C1CCC(c2ccccc2)N1c1ccccc1 (centres undefined)	-7	-1	nt	12	nt	7	nt	3
Cc1nc(Cl)c2oc3ccccc3c2n1	-1	-5	6	-43	-11	-4	4	-3
CN1C=CC=C/C1=C1\SC(=S)N(CC(=O)O)C1=O	8	-2	-49	12	7	-8	-3	7
CC(=O)Nc1ccc(-n2cc(-c3ccccc3)[nH]c2=S)cc1	-1	0	-13	3	0	11	1	-13
Clc1cccc(Cl)c1COc1ccccc1CNn1cnnc1	7	-11	-7	19	-16	-1	-1	-5
O=C(NCc1ccco1)c1nc2nc(-c3cccs3)cc(C(F)(F)F)n2n1	7	2	8	5	-6	-16	10	0
CC(Oc1ccccc1)C(=O)OCC(=O)NC(=O)NCc1ccco1 (centres undefined)	6	-13	7	3	10	-7	-3	0
CC(=O)Oc1cccc(N2C(=O)C3CC=CCC3C2=O)c1 (centres undefined)	-1	-17	-15	4	4	-2	1	-2
CCOC(=O)Cc1csc(N/C(=N/S(=O)(=O)c2ccc(F)cc2F)c2ccccc2)n1	-3	6	-16	7	-12	-3	-2	-1
O=C(COc1ccccc1[N+](=O)[O-])Nc1ccccc1N1CCCCC1	5	43*	-6	18	8	19	-1	-15
CCN(CC)CCN(Cc1cc2cc3c(cc2[nH]c1=O)OCCO3)C(=S)NCCCOC	-13	-8	6	13	-11	0	2	-1
CCc1ccc(OCC(=O)NCCc2ccc3c(c2)OCCO3)cc1	-2	3	0	14	-7	-3	-5	7
CC(C)Cn1nc(C(=O)NCc2ccccc2CN2CCCC2)c2ccccc2c1=O	24	-3	11	12	-6	13	-6	4
Cc1cc(C)c(C(=O)N(C)CC2CCCN(CCc3ccccc3F)C2)o1 (centres undefined)	26	15	9	15	20	-5	0	7
Cn1c(=O)n(Cc2ccccc2)c(=O)c2c1nc(NCC1CCCO1)n2Cc1ccccc1 (centres undefined)	15	-10	11	11	9	19	-2	-2
O=C(NCCO)c1ccc(Oc2ccc(C(F)(F)F)cc2[N+](=O)[O-])cc1	1	-3	6	4	-3	-17	-1	0
C/C(CC(=O)N1CCN(C=O)CC1)=N\NC(=O)c1cccc([N+](=O)[O-])c1	13	1	6	-4	-10	0	0	-2
COc1ccccc1-c1sc2ccccc2c1-c1ccc(OCCN2CCOCC2)cc1	4	-9	nt	13	nt	-8	nt	-3
CC(=O)Nc1cccc(NC(=O)C(=O)NCC(c2ccco2)N2CCc3ccccc3C2)c1 (centres undefined)	15	-2	0	6	-63	-2	9	-13
CC(CC(=O)O)CC(=O)N1CCN(S(=O)(=O)c2cccs2)CC1 (centres undefined)	1	-2	-12	-11	-6	-4	-3	0
CC(=O)NCCc1ccc(O)cc1	4	-6	-1	1	6	-7	-4	-3
CC(=O)NCC(=O)N(C)C(C(=O)Nc1ccc2c(c1)OCCO2)c1ccccc1 (centres undefined)	-14	6	5	-2	-7	0	-1	9
CCOc1ccc2nc(NC(=O)Cc3cccs3)sc2c1	-49	-7	18	14	5	9	0	6
Fc1ccc(C2c3cccn3CCN2C(=S)Nc2cccc(Br)c2)cc1 (centres undefined)	-4	4	2	-2	-5	0	0	0
CCN(CC)CCN(C)Cc1nc(C(c2ccccc2)c2ccccc2)no1	8	10	1	8	14	-5	-3	-5
C[C@H](NC(=O)[C@@H]1Cc2ccccc2CN1C(=O)OC(C)(C)C)C(=O)NC1CCCC1	3	-3	10	11	9	13	-5	1
CCCCC(=O)NC(=S)Nc1cccc(NC(=O)c2ccco2)c1	-7	3	5	4	21	-4	-1	6
Cc1cc(OCC(=O)NC2CC(C)(C)NC(C)(C)C2)c2c(C)c(C)c(=O)oc2c1	1	6	8	23	-1	6	-2	-5
COc1cccc(/C=N/n2c(N)nc3ccccc32)c1OC	-47	-28	12	16	23	-5	-1	1
O=C(c1cnn2c1NC(c1ccco1)CC2C(F)(F)F)N1CCN(c2cccc(Cl)c2)CC1 (centres undefined)	2	-1	-2	4	18	8	-7	5
O=C(CSc1nc2nc(-c3cccs3)cc(C(F)(F)F)c2c(=O)[nH]1)Nc1c(F)c(F)c(F)c(F)c1F	-8	24	-12	7	28	1	3	7
CCc1nc(NCC(C)C)c(C#N)c2c1COC(C)(C)C2	-5	0	2	-8	1	1	2	6
O=C(NCCCO)c1cc2c(cn1)[nH]c1ccccc12	-13	-6	11	-7	-5	-16	1	-7
O=C(NCc1cccc(Cl)c1)C1CCN(c2nnc(N3CCCC3=O)s2)CC1	0	-9	2	-16	-8	-1	-7	-4
CCCCC(C(=O)N/N=C/c1ccccn1)C(=O)N/N=C/c1ccccn1	6	5	-6	7	3	3	-4	6
Cc1ccc(O)c(NC(=O)c2cccc(S(=O)(=O)N3CCCCC3)c2)c1	-4	-6	-3	1	10	39	-6	-2

Rewritten with each value named: three of the compounds above
> CCCCC(=O)NC(=S)Nc1cccc(NC(=O)c2ccco2)c1
  Gli-Sufu block = -7
  ATG4B inhibitor = 3
  UBC13 inh = 5
  CCR6 antagonist = 4
  APJ antagonist = 21
  EBI2 block = -4
  APJ ag = -1
  CXCR6 block = 6

> Cc1cc(OCC(=O)NC2CC(C)(C)NC(C)(C)C2)c2c(C)c(C)c(=O)oc2c1
  Gli-Sufu block = 1
  ATG4B inhibitor = 6
  UBC13 inh = 8
  CCR6 antagonist = 23
  APJ antagonist = -1
  EBI2 block = 6
  APJ ag = -2
  CXCR6 block = -5

> COc1cccc(/C=N/n2c(N)nc3ccccc32)c1OC
  Gli-Sufu block = -47
  ATG4B inhibitor = -28
  UBC13 inh = 12
  CCR6 antagonist = 16
  APJ antagonist = 23
  EBI2 block = -5
  APJ ag = -1
  CXCR6 block = 1

Continued.
SMILES	Gli-Sufu block	ATG4B inhibitor	UBC13 inh	CCR6 antagonist	APJ antagonist	EBI2 block	APJ ag	CXCR6 block
CCN(Cc1ccccc1)Cc1nc(CCc2ccccc2)no1	12	10	-1	15	5	-1	-3	-6
O=C(O)c1cc2cccc(S(=O)(=O)N3CCCCC3)c2cc1O	7	0	15	-20	4	-5	0	-3
N#CCCNS(=O)(=O)c1ccc(C(=O)OCCCOC(=O)c2ccc(S(=O)(=O)NCCC#N)cc2)cc1	-2	-10	-1	-20	-22	1	-4	4
CC(=O)c1ccc(N2C(=O)[C@@H]3C(CCC(N)=O)NC4(C(=O)Nc5c4ccc(Cl)c5C)[C@@H]3C2=O)cc1 (some centres undefined)	1	1	1	9	-20	-2	0	-2
COc1cc(N=C2C(=O)N3CCCc4cccc2c43)cc(OC)c1	4	8	-6	23	-7	-9	-4	2
S=c1[nH]c2ccccc2n1Cc1ccccc1	0	2	-1	10	-7	1	-4	-2
COc1ccc(NC(=O)CSc2nnc3ccc(-c4ccccn4)nn23)cc1OC	1	9	-5	18	10	-3	-2	1
Cn1c(-c2sc3cc(C(F)(F)F)cnc3c2-c2ccccn2)n[nH]c1=S	8	2	-4	2	7	-4	-1	10
FC(F)(F)c1cccc(N/N=C/c2ccccc2)c1	3	-3	nt	12	nt	-13	nt	-5
COc1cc(CC(=O)OCC(=O)NC2CCCCCC2)cc(OC)c1OC	5	-7	0	6	0	9	-6	7
COc1ccc(-n2nc(C(=O)NCC(=O)Nc3cc(OC)c(OC)c(OC)c3)c3ccccc3c2=O)cc1OC	2	-6	10	-8	-11	-44	1	-3
CCCC(=O)Nc1sc(C)c(-c2ccc(OC)cc2)c1C#N	4	-1	2	-12	-11	-12	-2	2
Cc1ccc(NC(=O)CSc2nc3[nH]ncc3c(=O)[nH]2)cc1	-13	-5	-1	9	-5	0	-4	5
COc1cc(NC(=O)CN2CCCCC2)c(C)cc1[N+](=O)[O-]	-5	30	-4	14	12	-4	-3	-2
COc1ccc(-n2nc(C(=O)Nc3ccc(OC)c(OC)c3)c3c4ccccc4n(C)c3c2=O)cc1	12	-9	-7	13	5	8	-3	0
Cc1cc(C)nc(NC(=O)c2cccs2)c1	-4	1	1	7	-10	-15	0	-16
c1cc2cn[nH]c2cc1NC1CCCCCC1	5	-8	-12	5	-30	7	5	-2
CCOCCc1c(O)nc(SCC(=O)NCc2ccco2)[nH]c1=O	-1	-6	8	-1	4	-8	-7	-1
COc1ccc(NC(=O)c2cccc(NC(=O)C(C)C)c2)c([N+](=O)[O-])c1	-12	12	0	3	-51	7	6	-5
Cc1ccc(C(=O)NCCNC(=O)Cc2ccccc2)cn1	27	2	5	2	13	-5	1	4
Cc1ccc(C(OCC(O)CNC(C)c2ccccc2)c2ccccc2)cc1 (centres undefined)	9	-11	27	10	-2	8	5	-8
CCCCn1c(SCC(=O)N(CC)C2CCS(=O)(=O)C2)nc2cc(S(N)(=O)=O)ccc21 (centres undefined)	-10	-8	-12	2	-16	6	2	5
Nc1c(N(CCCO)C(=O)C2CCCC2)c(=O)[nH]c(=O)n1Cc1ccccc1	7	3	-7	2	-4	-4	2	-3
Cc1sc2nc(COC(=O)c3ccc(N4CCCC4)c([N+](=O)[O-])c3)[nH]c(=O)c2c1C	-4	-8	-21	45	6	-5	-2	4
NC(=O)c1ccccc1NC(=O)c1ccc2c(c1)OCO2	-69	2	-5	2	5	-5	-2	0
O=C(COc1cccc(C(F)(F)F)c1)Nc1ccc2[nH]ncc2c1	-1	-1	3	8	-9	-8	-3	0
Cc1cccc2nc(CNc3ccc(F)cc3)cn12	-16	-3	2	9	15	0	-6	-7
COc1cc2c(c(OC)c1CC=C(C)C)C[C@H](c1ccc(O)cc1O)CO2	-2	8	15	-3	-41	4	4	-16
COc1cccc(C(=O)c2sc(NC(C)C)nc2N)c1	-12	-4	-4	-18	-9	-2	-5	-7
O=C1NC(c2ccccc2)=C(c2ccccc2)C1=O	-2	-2	nt	5	nt	-9	nt	2
O=C(Nc1cccc(Cl)c1)c1ccc2c(c1)SC1=NS(=O)(=O)CCN12	27	-20	nt	18	nt	4	nt	5
COc1cc(N)ccc1-c1cc2ccccc2oc1=O	-6	-8	-6	12	5	-6	0	2

Screens: PubChem BioAssay, Sanford-Burnham Center for Chemical Genomics
